BAZ2B block – blocks human BAZ2B; 360,000 tested, 4.4% active; Q9UIF8; AID 504333; AlphaScreen BAZ2B-H3K14Ac peptide displacement; Potency, µM (doses to about 114 µM), for inactives: at the highest dose activity change, negative = inhibition, most hits filed as inhibitors; further: potency means the concentration at half of the fitted maximal effect; on the % scale 0 is the no-effect control and ±100 the full control effect; nearly all actives have a fitted effect of over 60% in size
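Compounds, titrated to a top concentration of 110 uM, were incubated 30 min at room temperature with preformed BAZ2B/acetyl-K14 H3 peptide complex (50 nM each). Proximity signal was measured by AlphaScreen after 20 min with beads.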
ERG-DNA inh – blocks human ERG Ets domain binding to DNA. P11308. 370,000 tested, 0.028% active. fluorescence polarization, His-ERG Ets domain / labelled DNA. Potency, µM (titrated, usually from 76.9 µM), for inactives: top-dose FP activity, negative = inhibition, usual class: inhibitors; active means well fitted inhibition curve with a large enough effect in the polarisation, with a control signal flat; inconclusive means small, poorly fitted or top-dose-only effect, or effect the other way, or a change in a side signal; inactive means no such curve, though single readings can be large or run the other way; the % refers to the polarisation;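 further: polarization taken with two DNA probes labelled with fluorescein and Texas red; potency means the concentration at half of the fitted maximal effect; % of control where 0% means no effect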
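His-tagged ERG Ets domain (1 uM in the protein solution; 300mM KCl, 50mM Tris-HCl, 1mM EDTA, 1mM DTT, pH 7.5) received compound, then a probe mix of 5 nM fluorescein-DNA and 100nM Texas-615-DNA. Fluorescence polarization was read for both dyes.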
JMJD2A Tudor inh – inhibitors of human JMJD2A Tudor domain; Potency, µM (highest dose often 114 µM), for inactives: at the highest dose activity change, negative = inhibition, usual class: inhibitors; AlphaScreen JMJD2A-Tudor / H3K4me3 peptide binding; AID 504339; O75164; 390,000 tested, 4.4% active; further: potency means the concentration at half of the fitted maximal effect; on the % scale 0 is the no-effect control and ±100 the full control effect; nearly all actives have a fitted effect of over 50% in size
Target sequence (O75164 whole entry, looked up, the tested form may be a part): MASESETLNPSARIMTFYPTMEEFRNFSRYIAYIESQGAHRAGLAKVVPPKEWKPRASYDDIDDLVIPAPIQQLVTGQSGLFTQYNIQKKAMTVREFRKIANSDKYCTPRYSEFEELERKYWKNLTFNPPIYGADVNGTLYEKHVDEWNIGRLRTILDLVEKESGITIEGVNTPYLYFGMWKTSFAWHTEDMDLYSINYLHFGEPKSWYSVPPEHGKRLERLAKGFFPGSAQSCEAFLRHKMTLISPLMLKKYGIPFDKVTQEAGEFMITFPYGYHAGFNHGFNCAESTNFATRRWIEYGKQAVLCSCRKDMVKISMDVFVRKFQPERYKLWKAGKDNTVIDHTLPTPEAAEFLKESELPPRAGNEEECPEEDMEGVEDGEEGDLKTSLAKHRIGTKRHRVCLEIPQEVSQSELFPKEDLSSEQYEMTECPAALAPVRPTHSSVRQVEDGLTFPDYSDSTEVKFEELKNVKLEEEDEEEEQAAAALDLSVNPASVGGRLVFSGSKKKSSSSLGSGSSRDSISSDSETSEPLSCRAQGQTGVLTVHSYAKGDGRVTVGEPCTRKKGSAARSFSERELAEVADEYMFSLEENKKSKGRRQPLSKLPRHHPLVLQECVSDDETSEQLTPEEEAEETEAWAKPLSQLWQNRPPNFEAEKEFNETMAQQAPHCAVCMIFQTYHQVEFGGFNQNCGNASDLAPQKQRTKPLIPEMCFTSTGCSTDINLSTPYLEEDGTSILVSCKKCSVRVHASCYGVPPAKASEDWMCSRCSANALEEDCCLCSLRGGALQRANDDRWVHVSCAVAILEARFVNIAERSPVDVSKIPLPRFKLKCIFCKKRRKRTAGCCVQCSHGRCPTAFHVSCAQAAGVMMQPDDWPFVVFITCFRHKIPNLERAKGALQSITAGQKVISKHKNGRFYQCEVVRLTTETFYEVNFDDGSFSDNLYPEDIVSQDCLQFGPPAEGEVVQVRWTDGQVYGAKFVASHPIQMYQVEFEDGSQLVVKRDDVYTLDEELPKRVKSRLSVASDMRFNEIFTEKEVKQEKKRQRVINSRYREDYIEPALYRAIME
HP1b chromo inh – inhibitors of HP1-beta chromodomain binding to methylated histone tails | Potency, µM (series often up to 114 µM), for the others: top-dose activity change, negative = inhibition, usual class: inhibitors | AlphaScreen HP1-beta / biotin-H3K9me3 peptide binding | AID 540317 | P83916 | 390,000 tested, 0.56% active; further: potency means the concentration at half of the fitted maximal effect; nearly all actives have a fitted effect of over 70% in size; inactives centre near 23
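AlphaScreen: HP1-beta (50 nM) preformed 30 min with biotin-H3(1-18)K9me3 peptide (50 nM) in PBS pH 7.4, 0.01% Tween-20. Compound added for 30 min at RT, then streptavidin donor/nickel chelate acceptor beads (10 ug/mL) for 30 min.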
PI4K2A inh – PI4K2A (human) kinase inhibition. activity change, negative = inhibition, % at 76.9 µM. AID 1346378. Q9BTU6. 420,000 tested, 0.13% active. purified PI4K2A, ADP-Glo luminescence, 1 h; stronger effect = lower value; in the data active means activity change below about -50%; inconclusive means mostly about -30% to -49%;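 further: -100% = wells without enzyme as full effect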
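ADP-Glo luminescence measured ADP generated by PI4K2A enzyme (4 ug/mL before mixing) with 1.2 mM PI substrate (pre-mix) and 300 microM ATP (pre-mix). Tris pH7.5 buffer with MgCl2, Triton X-100; 1 h reaction at ambient temperature.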
Tb PGK inh – T. brucei PGK inhibition; P07378; PGK/GAPDH coupled, Kinase-Glo luminescence, 60 min; Potency, µM (highest dose often 57.5 µM), for the others: top-dose activity change, negative = inhibition, actives largely listed as inhibitors; 380,000 tested, 0.043% active; AID 602233; further: potency means the concentration at half of the fitted maximal effect; on the % scale 0 is the no-effect control and ±100 the full control effect; nearly all actives have a fitted effect of over 60% in size
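Luminescent ATP detection (Kinase-Glo Plus) follows a 60-minute room-temperature incubation, with wells lacking PGK as controls. Buffer: 100 mM TEA (pH 7.6), 5 mM MgCl2, 0.01% Tween-20. Coupling enzyme GAPDH (100 nM final) supplies unstable 1,3-BPG in-well.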
G9a inh – blocks human histone lysine methyltransferase G9a; Q96KQ7; G9a H3K9 monomethylation, AlphaScreen, 2 h; Potency, µM (highest dose often 102 µM), inactives show top-dose activity, negative = inhibition, hits mostly inhibitors; 350,000 tested, 8.8% active; AID 504332; further: potency means the concentration at half of the fitted maximal effect; on the % scale 0 is the no-effect control and ±100 the full control effect; nearly all actives have a fitted effect of over 75% in size
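G9a (20 nM) was preincubated 15 min with compound, then reacted 2 h at room temperature with 500 nM biotin-H3K9 peptide and 20 µM SAM. Monomethyl-H3K9 detected by AlphaScreen using anti-H3K9me1 antibody.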
GLS inh – glutaminase GLS (human) inhibition; O94925; GLS enzymatic activity, qHTS titration; Potency, µM (doses to about 45.5 µM), for the others: at the top dose activity change, negative = inhibition, actives largely listed as inhibitors; 410,000 tested, 0.21% active; AID 624170; further: potency means the concentration at half of the fitted maximal effect; on the % scale 0 is the no-effect control and ±100 the full control effect
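Glutamate formation by hKGA was monitored fluorometrically using coupled glutamate oxidase, HRP and Amplex Red. Substrate was added as 1 mM L-glutamine solution; incubation was 30 min at RT after an initial read.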
Pin1 inhibitor – blocks the human prolyl isomerase Pin1; Q13526; Pin1 FP peptide displacement, HiFluor488, 10 min; Potency, µM (highest dose often 115 µM), without a hit: top-dose activity, negative = inhibition, actives largely listed as inhibitors; 390,000 tested, 0.009% active; AID 504891; active means well fitted inhibition curve with a large enough effect in the polarisation, with a control signal flat, not every such curve was filed as active; inconclusive means small, poorly fitted or top-dose-only effect, or effect the other way, or a change in a side signal; inactive means no such curve, though single readings can be large or run the other way; the % refers to the polarisation; further: potency means the concentration at half of the fitted maximal effect; on the % scale 0 is the no-effect control and ±100 the full control effect
Numbers without * were called inactive; i = inactive; ? = inconclusive; nt = not tested or not shown; & = joins results of further samples; [ ] = dose if it differs, or a comment. Unless noted, the call rests on the fitted dose curve; in most records, active means well fitted curve in the direction sought with a large enough effect; inconclusive means small, poorly fitted or top-dose-only effect, or another doubt; inactive means no such curve, though single readings can be large; an effect the other way counts as inactive or inconclusive. Random draw from the library (roughly 11% active in at least one column).

mol,GLS inh,Tb PGK inh,JMJD2A Tudor inh,G9a inh,BAZ2B block,ERG-DNA inh,PI4K2A inh,HP1b chromo inh,Pin1 inhibitor
O=C(Nc1ccc(Cl)c(Cl)c1)N(Cc1cccnc1)Cc1ccco1,-3%,-2%,?,?,-29%,-9%,7,11%,?
CCc1ccc(-n2c(=O)c3c4c(sc3n(Cc3ccc(C)cc3)c2=O)CCC4)cc1,-4%,-4%,-11%,1%[59 µM],5%,-7%,1,5%,-1%
Oc1ccc2ccccc2c1C=NC1CCCCC1,-4%,-7%,-31%,8.9µM*,?,16%,-12,-27%,8%
Fc1ccc(-n2cc(CNCCc3ccccn3)c(-c3ccccc3Cl)n2)cc1,-3%,2%,?,?,-30%,-3%,0,7%,37%[activator]
O=C(COc1ccccc1)NC(=S)Nc1cccc([N+](=O)[O-])c1,9%,2%,-22%,15%,10%,-1%,0,-5%,0%
O=C(CCn1nnc2ccccc21)OCC(=O)c1ccc([N+](=O)[O-])cc1,-4%,-7%,1%,-13%[59 µM],0%,-2%,-5,28%,-5%
CCN(C(=O)COC(=O)c1nc2nc(C)cc(C)n2n1)C1CCS(=O)(=O)C1 (stereo unspecified),1%,-4%,-6%,nt,-2%,-9%,-6,18%,-14%
CN(c1ccccc1)S(=O)(=O)c1cc(C(=O)OCC(=O)N2CCN(C(=O)c3ccco3)CC2)ccc1Cl,1%,7%,-9%,-37%,-21%,-4%,2,29%,-5%
COc1ccccc1CNC(=O)COC(=O)c1cccc(S(=O)(=O)N2CCCCC2)c1,5%,-1%,-3%,27%,-19%,6%,2,11%,6%
CCNC(=S)NCc1ccc2[nH]c(C)cc2c1,17%,-4%,?,50µM*,?,19%,10,-16%,-18%
O=C(Nc1ccc(NC(=O)c2cccs2)c(Cl)c1)c1ccco1,-8%,-6%,-13%,21%[0.501 µM],-14%,-10%,-1,25%,1%
CCn1c(SCC(=O)Nc2cc(C)on2)nnc1-c1ccc(OC)cc1,2%,0%,-9%,9%,-1%,-1%,6,22%,10%
NC(CSS(=O)(=O)O)=NCCC12CC3CC(CC(O)(C3)C1)C2,3%,-10%,-10%,10µM*,6%,-1%,-15,?,-5%
CCOC(=O)C1=C(C)Nc2nc(SCC)[nH]c(=O)c2C1c1ccncc1 (stereo unspecified),40%[activator],-5%,-8%,nt,-1%,-3%,6,18%,4%
N#Cc1c(OCC(=O)c2ccccc2)nc2c(c1-c1ccco1)CCc1ccccc1-2,-1%,3%,0%,?,-3%,2%,4,33%,41%[activator]
COC(=O)c1ccc2c(c1)S(=O)(=O)NC(=NCc1ccco1)S2,-7%,-1%,-18%,?,-29%,7%,4,42%[activator],?
Clc1ccc(Cn2c(/C=C/c3ccco3)nc3ccccc32)cc1,-3%,-9%,-26%,3.2µM*,56µM*,-1%,-9,?,37%[activator]
CCOC(=O)N1CCN(C(=O)c2ccc3c(c2)N(Cc2cc(C)ccc2C)C(=O)c2ccccc2S3=O)CC1 (stereo unspecified),-7%&1%,-6%&-6%,-18%&-27%,22%,-38%&-23%,-13%&-3%,1&-1,38%&17%,-2%&-1%
COc1ccc(Cl)cc1NC(=O)CN(C)CC(=O)Nc1ccc(Br)cc1,5%,1%,-12%,20%[59 µM],-14%,0%,-4,2%,1%
CCOc1ccccc1NC(=O)CSc1nnc(-c2ccccc2Cl)n1Cc1ccco1,3%,-4%,-21%,-6%[12.7 µM],?,-5%,4,-13%,-6%

(list continues)
mol,GLS inh,Tb PGK inh,JMJD2A Tudor inh,G9a inh,BAZ2B block,ERG-DNA inh,PI4K2A inh,HP1b chromo inh,Pin1 inhibitor
CCOc1ccccc1C(=O)N[C@H](C(=O)NCc1ccccc1)C(C)C,4%,-3%,-6%,1%,nt,-3%,10,29%,-7%
Cc1cc(C)cc(-n2c(C)nc3cc(C(=O)O)ccc32)c1,1%&1%,i,-23%&-14%,?,7%&-16%,17%&-15%,6&-3,12%&-4%,-2%&3%
COCCn1c(SCC(=O)Nc2ccccc2C(F)(F)F)nc2ccccc2c1=O,-13%,-2%,-10%,nt,6%,-7%,-10,38%,-6%
COc1ccc(NS(=O)(=O)c2cccc(C(=O)N/N=C(/C)c3ccc(-n4ccnc4)cc3)c2)cc1,12%,3%,-17%,nt,nt,2%,-3,26%,-1%
c1ccc(-c2nccc(-c3ccc(-n4cnc5ccccc54)cc3)n2)cc1,?,-10%,-18%[11.4 µM],3%[12.7 µM],-11%,-18%,-2,56%[activator],32%[activator]
CCN=c1sc2ccccc2n1CC(O)COc1ccccc1 (stereo unspecified),1%,-2%,10%,1%[59 µM],30%,4%,7,81%[activator],-1%
C/C(N)=C(/C#N)C(=O)COC(=O)CNS(=O)(=O)c1ccc2ccccc2c1,-4%,2%,-13%,15%,-2%,5%,0,21%,-16%
Oc1c(Br)cc(Br)cc1CNn1cnnc1,-2%,-1%,-8%,nt,-5%,-1%,1,28%,0%
CC(=O)C[C@@H](O)CC(=O)[C@H]1OC(=O)CCCCCCc2ccccc21,-3%,-2%,-15%,7%[0.501 µM],4%,-5%,4,9%,0%
Cc1ccn2c(Nc3ccc4c(c3)OCCO4)c(-c3cccs3)nc2c1,3%,1%,?,14µM*,25µM*,13%,-16,?,1%
Clc1ccc(-c2nc(Cc3ccccc3)no2)cc1,7%,0%,186%[activator],93%[activator],74%[activator],-3%,2,81%[activator],-1%
COc1cccc(CN(C)C(=O)Cc2ccc(OC)c(S(=O)(=O)N3CCOCC3)c2)c1,1%,0%,-1%,0%[12.7 µM],6%,-3%,-3,18%,1%
Cc1ccc(NC(=O)c2c([N+](=O)[O-])cnn2C)cc1C,-6%,i,-6%,?,-33%,0%,0,41%,1%
O=C(CS(=O)c1ccc(F)cc1)Nc1ccccc1Cl (stereo unspecified),1%,-4%,6%,-5%[59 µM],-6%,0%,-4,30%,-8%
Oc1ccc(C[C@H]2CNC(=S)N2CC2CCCN2C[C@H](Cc2ccccc2)N2C[C@H](Cc3ccc(O)cc3)N(CC3CCCCCC3)C2=S)cc1 (stereo partly specified),8%,2%,?,nt,nt,10%,-1,11%,10%
O=C(CN1CCCC1)Nc1ccccc1Cl,-4%,-8%,1%,3%,?,-2%,-3,32%,1%
O=C(OCc1ccccc1)N1CCCC1/C=C/CN1CCOCC1 (stereo unspecified),0%,3%,-19%,-4%,-10%,13%,-1,3%,3%
CCOc1ccc2nc(SCc3ccc(F)cc3)sc2c1,11%,0%,72%[activator],110%[activator][59 µM],220%[activator],0%,-10,190%[activator],-2%
Cn1c(=O)n(C/C=C/c2ccccc2)c(=O)c2c1nc1n2CCCN1c1ccc(F)cc1,-2%,-2%,-31%,-14%[59 µM],?,2%,-1,-6%,3%
COC(=O)CN(C)C(=O)c1ccc2nc(Cc3cccc(Cl)c3)oc2c1,-1%,i,-23%,nt,8%,-1%,5,26%,-8%

The results go on.
mol,GLS inh,Tb PGK inh,JMJD2A Tudor inh,G9a inh,BAZ2B block,ERG-DNA inh,PI4K2A inh,HP1b chromo inh,Pin1 inhibitor
CCn1cnc2c(Nc3cc(F)cc(F)c3)nc(C#N)nc21,-3%,-4%,-3%&-1%,-15%[0.501 µM],2%,nt,-3,34%,2%&15%
Cc1ccc(S(=O)(=O)N2CCOCC2)cc1C(=O)Nc1ccc(-c2cn3ccsc3n2)cc1,-6%,12%,?,?,-38%,0%,-6,9%,1%
CCn1cc(-c2cc(C(F)(F)F)n3nc(C(=O)O)cc3n2)c(C)n1,?,?,-16%,-46%,-30%,3%,4,9%,-3%
CCCCCNC(=O)c1cn(CC)c2cc(N3CCN(C)CC3)c(F)cc2c1=O,11%,-8%,-10%,43%[0.501 µM],-2%,5%,8,-3%,-7%
COc1ccc(Nc2nc(-c3c(C)nc4ncccn34)cs2)cc1,8%,-7%,?,18µM*,?,0%,2,-1%,-4%
OCCN1CCN(c2nc(N3CCCCC3)nc(N3CCCCC3)n2)CC1,19%,0%,-32%,25%[12.7 µM],-20%,-2%,-3,16%,-11%
Cc1noc(NC(=O)c2ccc(F)cc2)c1C#N,-14%,-9%,-23%[11.4 µM],-40%,-12%,6%,-3,65%[activator],-6%
CCCCOC1CC(c2ccc(OCc3ccc(OC)cc3)c(OC)c2)N(C)O1 (stereo unspecified),10%,-1%,29%,81%[activator],16%,6%,2,81%[activator],1%
O=C(C[C@H]1C/C=C\CC[C@@H](Cc2ccc(F)cc2)C(=O)OC[C@H]2CCCN2C1=O)N[C@H](CO)Cc1ccccc1,8%,-7%,-25%,nt,nt,?,-3,10%,-10%
COc1ccc(CCN=Cc2ccc(O)cc2)cc1OC,-2%,-5%,-4%,8%,0%,-1%,-20,29%,0%
COc1ccc(OC)c(CN2CCN(C(=O)c3ccco3)CC2)c1,4%,-2%,0.79µM*,18µM*,?,4%,1,?,6%
Nn1c(C2CCCCC2)nc2ccccc2c1=O,3%,i,-2%,39%[12.7 µM],0%,14%,-1,78%[activator],2%
COCCNC(=S)NNC(=O)c1ccc(-n2cnnn2)cc1,-18%,-9%,11%,-8%,-6%,-2%,0,40%[activator],-1%
Cc1onc(-c2ccccc2Cl)c1C(=O)N1CCc2ccccc2C1,2%,nt,-10%,13%[59 µM],-6%,0%,7,8%,2%

Compound activity (PubChem BioAssay)
